Bioassay records deposited in PubChem by Sanford-Burnham Center for Chemical Genomics.
SENP6 block: blocks the human protease SENP6; 1.8% of 330,000 active; Recombinant SENP6 catalytic domain, aminoluciferin luminescence; inhibition, % at 10 µM; AID 2599; Q9GZR1;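 active = inhibition above about 50% at the single tested dose, limit read from the data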;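 note: plate controls were DMSO wells with enzyme for no effect and DMSO wells lacking enzyme for full effect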
Target sequence (Q9GZR1 628-1112 limits assumed): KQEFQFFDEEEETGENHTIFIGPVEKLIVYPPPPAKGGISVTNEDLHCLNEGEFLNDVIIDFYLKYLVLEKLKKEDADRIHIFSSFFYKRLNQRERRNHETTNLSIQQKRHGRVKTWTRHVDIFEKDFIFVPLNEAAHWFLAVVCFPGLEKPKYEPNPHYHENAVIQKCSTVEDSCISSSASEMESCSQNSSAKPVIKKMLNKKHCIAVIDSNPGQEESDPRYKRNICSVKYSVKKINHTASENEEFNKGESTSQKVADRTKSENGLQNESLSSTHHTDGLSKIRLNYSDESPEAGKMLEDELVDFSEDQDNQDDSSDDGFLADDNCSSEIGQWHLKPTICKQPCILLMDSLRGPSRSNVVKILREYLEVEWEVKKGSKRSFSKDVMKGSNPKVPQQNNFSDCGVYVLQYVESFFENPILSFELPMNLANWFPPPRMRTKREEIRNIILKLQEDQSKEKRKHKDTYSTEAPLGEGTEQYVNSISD
SENP8 block: inhibitors of human SENP8 protease; Q96LD8; recombinant SENP8, Nedd8 substrate fluorescence; inhibition, % at 20 µM; 0.64% of 360,000 active; in the data active = inhibition mostly above about 40%, no sharp cut-off; inactive = mostly below about 27%
ATG4B inhibitor: blocks human ATG4B protease cleavage of LC3 substrate | Q9Y4P1 | ATG4B cleavage of LC3-PLA2, NBD-HPC fluorescence, 1 h | inhibition, % at 8.33 µM | 0.51% of 340,000 active; in the data active = inhibition above about 40%
Target sequence (Q9Y4P1 whole entry, looked up): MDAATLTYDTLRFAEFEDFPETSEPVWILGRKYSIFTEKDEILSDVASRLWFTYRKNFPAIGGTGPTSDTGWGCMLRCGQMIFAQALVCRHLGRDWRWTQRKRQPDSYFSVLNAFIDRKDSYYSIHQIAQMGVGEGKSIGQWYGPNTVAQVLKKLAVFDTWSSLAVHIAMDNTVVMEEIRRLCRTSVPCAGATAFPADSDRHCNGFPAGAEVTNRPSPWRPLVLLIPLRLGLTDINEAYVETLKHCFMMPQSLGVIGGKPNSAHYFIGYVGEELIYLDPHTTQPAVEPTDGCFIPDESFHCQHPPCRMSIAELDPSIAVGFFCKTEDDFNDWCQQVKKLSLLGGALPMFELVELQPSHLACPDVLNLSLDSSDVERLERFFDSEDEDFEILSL
HKDC1 inhibitor: blocks human hexokinase HKDC1 activity; Q2TB90; recombinant HKDC1, G6PDH/diaphorase resazurin coupled fluorescence; inhibition, % at 20 µM; 0.16% of 340,000 active; AID 493160;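 active = inhibition above about 35% when tested at 20 µM, limit read from the data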;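 note: plate controls were DMSO wells with enzyme for no effect and DMSO wells lacking enzyme for full effect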
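Assay system: in-house recombinant HK5 (HKDC1) enzyme. Input: HKDC1 at 5 µg/mL. Medium: Tris pH 8.0 buffer with MgCl2, Tween-20, BSA, BME. Dosing: single 20 µM dose. Schedule: 90 min reaction incubation at room temperature, dark. Signal: resazurin-to-resorufin fluorescence via G6PDH and diaphorase coupling, 525/613 nm. Controls: DMSO-enzyme wells negative, buffer-substituted wells positive.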
GRIN3A LBD mod: NR3A (human) ligand-binding domain modulation; NR3A LBD differential scanning fluorimetry, Tm shift; 0% = protein alone, 100% = glycine-bound protein; Tm shift relative to glycine control, % at 25 µM; 2.5% of 340,000 active; AID 1259313;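 active = melting temperature shift of at least 10% of the positive control shift, at one fixed dose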
PfGluPho inh: PfG6PD (Plasmodium falciparum) enzyme inhibition; inhibition, % at 20 µM; 0.78% of 350,000 active; AID 504690; PfGluPho enzyme, NADPH resazurin-diaphorase fluorescence;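 active = inhibition reaching at least a set limit at 20 µM in the primary screen, cut at about 59% in these data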;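 note: 0% = DMSO wells with substrate and 100% = DMSO wells lacking glucose-6-phosphate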
SENP7 block: SENP7 protease inhibition. recombinant SENP7, Z-RLRGG-aminoluciferin luminescence, 40 min. AID 434973. inhibition, % at 5 µM. 1.5% of 330,000 active;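 active = inhibition above about 50% at the single test dose, limit read from the data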;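 note: plate controls were DMSO with enzyme for no effect and no enzyme buffer wells for full effect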
MPTP block: blocks calcium-induced mitochondrial swelling; AID 602449; 1.4% of 360,000 active; inhibition, % at 10 µM; isolated mouse mitochondria, Ca2+ swelling absorbance, 30 min;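 active = inhibition of 50% or more, scaled per plate between neutral and stimulator controls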;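 note: 0% = DMSO wells given calcium and 100% = 1 mM EGTA wells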
An asterisk follows results filed as active; x = not tested or not shown.

SMILES	SENP6 block	SENP8 block	ATG4B inhibitor	HKDC1 inhibitor	GRIN3A LBD mod	PfGluPho inh	SENP7 block	MPTP block
CC(=O)c1sc(NC(=O)C(C)Oc2ccc3c(C)cc(=O)oc3c2)nc1C (stereo unspecified)	-6	-110	-5	-1	3	-4	-4	0.2
CS(=O)(=O)N(CC(=O)Nc1ccc(C(N)=O)cc1)C1CCCCC1	-6	10	1	-1	2	-6	5	1.6
CCOc1ccc(C(C)NC(=O)c2cccs2)cc1OCC (stereo unspecified)	-8	19	-6	-1	1	-2	4	4.6
O=C(O)CC(NC(=O)COc1ccc(Cl)cc1Cl)C(=O)O (stereo unspecified)	-22	24	-17	5	1	-11	-9	5.4
S=c1[nH]c2ccccc2o1	5	22	-1	-5	-1	-13	1	-0.3
COc1ccc(NC(=O)c2cccnc2Nc2ccccc2)cc1	-20	12	0	16	7	15	3	3.2
Cc1ccc(C(=O)NNC(=O)c2cccc(Br)c2)cc1	10	16	8	1	1	-9	-2	3.3
CCOc1ccccc1NC(=O)CSc1nnc(-c2ccccc2Cl)n1Cc1ccco1	-6	26	3	-3	-2	-10	3	0.7
Fc1cnc(N/N=C/c2ccc(-c3ccc(Br)cc3)o2)nc1N1CCOCC1	-3	-34	0	-2	3	5	4	-0.7
Cc1cccc(N(C)C(=O)c2coc(=O)c3ccccc23)c1	-18	19	-9	-3	0	-2	-8	-1.5
Cc1nc2ccc(F)cc2cc1C(=O)NCc1ccco1	11	23	-3	-5	-1	-12	4	0.2
COc1cc(C(=O)OCC(=O)N2CCCC2=O)cc(OC)c1C	-4	-28	3	2	1	-4	7	1.2
CCC1CCCCN1CCCNS(=O)(=O)c1ccc2c(c1)oc(=O)n2C (stereo unspecified)	-4	10	-8	-4	-1	-1	2	-0.4
O=C(c1ccccc1)c1cc([N+](=O)[O-])ccc1N1CCCC1	-10	17	-2	16	3	-12	-12	0.9
CC(=O)Oc1ccc2occ(/C=N/c3cc(=O)[nH]c(=S)[nH]3)c(=O)c2c1	11	12	0	-4	-1	-18	9	1.9
COC(=O)c1ccc2c(=O)n(CC3CCCO3)c(SCC(=O)Nc3ccc(OC)cc3OC)nc2c1 (stereo unspecified)	-3	29	-8	-6	2	8	-5	2.3
CN(c1ccccc1)S(=O)(=O)c1cccc(NC(=O)CCNC(=O)c2ccccc2)c1	-17	7	-6	-5	2	9	-4	1.2
CC(=O)c1ccc(N(C(=O)c2ccco2)C(C(=O)NC2CCCC2)c2cccs2)cc1 (stereo unspecified)	-11	7	0	-4	1	-17	-3	1.0
Cn1cnnc1SCCC(=O)Nc1ccccc1	-2	16	1	-4	-1	-3	8	2.0
COc1ccc(Cc2nc3ccc(C(=O)NCC4COCCO4)cc3o2)cc1 (stereo unspecified)	-9	8	2	-9	5	-12	3	-0.6
COc1ccc(CNC(=O)CSCc2c(F)cccc2Cl)cc1	-6	2	15	-7	-3	-1	1	2.5
COc1ccc(-n2c(C)cc(C(=O)CSc3nn4c(=O)c(C(C)(C)C)nnc4s3)c2C)cc1	0	6	-4	-9	-3	8	-6	5.3
Cc1ccc(C(=O)N/N=C\c2ccc([N+](=O)[O-])o2)cn1	15	29	-8	6	0	17	3	0.7
CCNS(=O)(=O)c1ccc(NC(=O)c2ccccc2OCC)cc1	-2	-6	-5	-11	0	9	0	0.2
O=C(CCC1CCN(C(=O)c2cncs2)CC1)Nc1ccccc1	-9	10	-1	0	-1	-1	15	-0.4

Going on with the list.
SMILES	SENP6 block	SENP8 block	ATG4B inhibitor	HKDC1 inhibitor	GRIN3A LBD mod	PfGluPho inh	SENP7 block	MPTP block
CCOc1c2ccccc2nn1CCOC	-5	-10	7	-10	2	1	-17	0.1
Cc1ccc(-n2c(-c3cnccn3)n[nH]c2=S)c(Br)c1	-6	9	0	-6	-1	12	1	-3.5
O=[N+]([O-])c1ccccc1N/N=C/c1ccccc1	63*	20	-4	-5	-2	-5	95*	1.0
O=C(COc1ccccc1Cl)N1CCN(c2ccccn2)CC1	-12	-6	92*	-7	5	2	-4	-0.7
Cc1nn(Cc2ccccc2Cl)c(C)c1C(=O)N(C)CC(=O)Nc1cccc(F)c1	-11	13	-3	-5	0	10	8	-0.6
COC(CNC(=O)c1c[nH]c2ccc(S(=O)(=O)N3CCC4(CC3)OCCO4)cc2c1=O)OC	10	-70	11	5	-3	-19	1	-2.6
Cc1nn(C)c(Oc2ccc(Cl)cc2)c1C(=O)Nc1ccc(F)cc1F	-4	6	2	-11	0	1	2	1.2
CCCCN(Cc1cc2ccccc2[nH]c1=O)S(C)(=O)=O	10	-30	-2	-7	2	8	-3	8.1
N#Cc1ccc(CSc2nnc3[nH]c(=O)cc(N)n23)cc1	-14	-7	-2	-3	-1	-1	8	-1.4
Cc1ccc(NS(=O)(=O)c2ccc(C(=O)NCc3ccncc3)cc2)cc1	0	10	-10	-5	2	10	4	-2.2
Cc1cccc(C)c1OCC(O)CNC(C)c1ccccc1 (stereo unspecified)	-38	19	2	0	0	-13	-1	0.6
Cc1c(OCC(=O)NCCCN2CCOCC2)ccc2c1oc(=O)c1ccccc12	-7	-343	-1	3	-3	-11	3	0.0
COc1ccc(COCC(O)CN2CCC(C(N)=O)CC2)cc1 (stereo unspecified)	-17	6	-2	1	1	2	2	1.9
Cc1nc(-c2ccc(S(=O)(=O)N3CCN(Cc4ccccc4)CC3)s2)cs1	-13	8	-1	-1	2	7	3	40
Cc1ccc(S(=O)(=O)N2C(=O)CCC2C(=O)O/N=C(\N)c2ccc([N+](=O)[O-])cc2)cc1 (stereo unspecified)	-5	0	-8	-1	4	7	1	-0.2
Cc1ccc(C2=NN3C(C2)c2ccccc2OC32C(=O)Nc3ccccc32)cc1 (stereo unspecified)	30	-296	-3	4	0	15	-5	3.3
O=c1c(C(c2ccc(Br)cc2)c2c(O)nc3n(c2=O)CCS3)c(O)nc2n1CCS2	-10	6	-3	-1	-5	2	12	2.7
COc1nc(NCCO)nc(Nc2ccc([N+](=O)[O-])cc2)n1	-5	32	4	-4	-1	14	0	-0.3
Cc1ccccc1N1CCN(S(=O)(=O)c2nnc(NC(=O)CC(C)C)s2)CC1	0	2	-7	-6	-3	-28	-7	2.2
COc1ccc(CN2CCNC(=O)C2CC(=O)NC2CCOCC2)c(F)c1 (stereo unspecified)	-5	-29	21	-4	1	8	-6	-1.9
CN(C)c1cc[n+](CC(=O)c2ccc(-c3ccccc3)cc2)cc1	2	16	-7	-10	0	0	-3	9.5
CNC(=O)c1ccsc1NC(=O)c1coc2ccccc2c1=O	2	11	5	5	0	23	-5	-0.4
O=C(Cn1cnc2c(nnn2Cc2ccc(F)cc2)c1=O)OCc1ccccc1	6	7	-3	-8	-1	-4	-2	-0.7
N#Cc1c(Cn2cncn2)nc(=O)n(-c2ccccc2)c1N	-8	21	7	-11	2	-12	-5	-2.5
O=C(c1cccs1)c1coc2ccc(O)c(CN3CCOCC3)c12	-6	9	-4	1	1	-19	1	1.6

Exported bar-delimited: entries from further up
SMILES | SENP6 block | SENP8 block | ATG4B inhibitor | HKDC1 inhibitor | GRIN3A LBD mod | PfGluPho inh | SENP7 block | MPTP block
O=C(c1ccccc1)c1cc([N+](=O)[O-])ccc1N1CCCC1 | -10 | 17 | -2 | 16 | 3 | -12 | -12 | 0.9
CC(=O)Oc1ccc2occ(/C=N/c3cc(=O)[nH]c(=S)[nH]3)c(=O)c2c1 | 11 | 12 | 0 | -4 | -1 | -18 | 9 | 1.9
COC(=O)c1ccc2c(=O)n(CC3CCCO3)c(SCC(=O)Nc3ccc(OC)cc3OC)nc2c1 (stereo unspecified) | -3 | 29 | -8 | -6 | 2 | 8 | -5 | 2.3
CN(c1ccccc1)S(=O)(=O)c1cccc(NC(=O)CCNC(=O)c2ccccc2)c1 | -17 | 7 | -6 | -5 | 2 | 9 | -4 | 1.2
CC(=O)c1ccc(N(C(=O)c2ccco2)C(C(=O)NC2CCCC2)c2cccs2)cc1 (stereo unspecified) | -11 | 7 | 0 | -4 | 1 | -17 | -3 | 1.0
Cn1cnnc1SCCC(=O)Nc1ccccc1 | -2 | 16 | 1 | -4 | -1 | -3 | 8 | 2.0
COc1ccc(Cc2nc3ccc(C(=O)NCC4COCCO4)cc3o2)cc1 (stereo unspecified) | -9 | 8 | 2 | -9 | 5 | -12 | 3 | -0.6

Other entries
SMILES	SENP6 block	SENP8 block	ATG4B inhibitor	HKDC1 inhibitor	GRIN3A LBD mod	PfGluPho inh	SENP7 block	MPTP block
COc1cc(/C=N/N=C/c2c[nH]c(=O)c(C#N)c2Nc2ccccc2)ccc1O	1	x	-8	-4	-3	-10	-2	x
CCOC(=O)c1c(C)[nH]c(C(=O)OCCOc2ccc(Cl)cc2)c1C	-2	20	-9	2	-6	7	1	5.9
CCCNc1nc(N2CCOCC2)nc(N2CCOCC2)n1	-4	13	1	-9	1	6	0	3.6
Fc1ccc(CNCc2ccc3c(c2)OCO3)cc1	0	22	2	-2	-2	-12	-1	-1.1
Cc1ccc2[nH]c(=O)c(CN(CCCN3CCOCC3)C(=O)NC3CCCCC3)cc2c1	-4	-91	-12	-8	1	-5	-10	-1.3
Cc1oc2cc(OCc3cnn(-c4ccccc4)c3)ccc2c(=O)c1Oc1ccccc1F	-26	3	23	-9	1	22	-1	6.1
Cc1cc(C(C)(C)C)oc1C(=O)N(CC(=O)NC1CCCC1)Cc1ccc(F)cc1	-8	11	-7	-9	-6	8	-3	1.6
O=C(NCCc1ccc(Cl)cc1)C1CCN(c2ncccn2)CC1	-32	-69	8	1	0	0	-5	-0.2
COc1cc2c(cc1OC)C(COc1cccc(C(F)(F)F)c1)NCC2 (stereo unspecified)	13	-180	1	-2	0	4	3	1.4
COCCCn1c(=O)c2ccccc2n(Cc2ccccc2C)c1=O	9	1	0	-6	0	-12	13	3.0
O=C(N/N=C/c1ccc(OCCCF)cc1)c1cc(OCC(F)(F)F)ccc1OCC(F)(F)F	-1	-1	-7	-4	0	-8	6	2.0
CNc1ccccc1C(C)(C)c1cc(-c2ccco2)n[nH]1	23	17	-1	12	x	1	2	0.5
N=C1SCC(=O)N1c1ncc(Cc2cccc(Cl)c2)s1	x	15	-1	2	-3	-15	x	7.7
